EBV gp42 inh: EBV gp42 inhibition | Fluorescence polarization binding assay, mP read-out | inhibition, % (tested at 21.74 µM) | 220,000 tested, 0.42% active | AID 1085; in the data active = inhibition above about 50%
Target sequence (Q1HVG2 whole entry, looked up): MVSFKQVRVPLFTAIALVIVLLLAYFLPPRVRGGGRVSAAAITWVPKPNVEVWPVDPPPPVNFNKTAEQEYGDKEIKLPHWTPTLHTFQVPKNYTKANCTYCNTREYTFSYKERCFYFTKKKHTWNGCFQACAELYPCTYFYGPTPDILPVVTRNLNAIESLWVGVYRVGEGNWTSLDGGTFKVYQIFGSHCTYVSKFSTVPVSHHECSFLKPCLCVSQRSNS
zVAD death inh: L929 zVAD cell death inhibition; L929 zVAD necroptosis rescue, ATP luminescence, 24 h; with zVAD 60 µM; viability rescue, % at 10 µM; 220,000 tested, 0.38% active; AID 1377;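 active = activation, scaled between plate controls, above about 75%, limit read from the data; inactive = activation under that limit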;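 also: 0% = zVAD with DMSO and 100% = DMSO alone without zVAD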
KCC2 mod: modulators of human KCC2 chloride dependent transport | Q9H2X9 | KCC2 cells, thallium flux FluoZin-2 fluorescence | B-score of Tl+ flux slope (higher = more flux/activation; lower = inhibition) at 10 µM | 190,000 tested, 2.2% active | AID 1456;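 active = thallium flux slope and its plate-corrected score both differing from the plate sample mean at a set confidence after two filtering rounds, in either direction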;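 also: slope of fluorescence scaled to starting intensity during 10 to 20 s after thallium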
Rad51 HR inh: blocks human Rad51 in homologous recombination; Q06609; hRad51 DNA strand exchange, fluorescence dequenching; inhibition, % at 10 µM; 200,000 tested, 0.085% active; AID 1385;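 active = inhibition above 40% at the single screening dose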;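 also: 0% = DMSO control wells and 100% = blanks with heterologous ssDNA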
Target sequence (Q06609 whole entry, looked up): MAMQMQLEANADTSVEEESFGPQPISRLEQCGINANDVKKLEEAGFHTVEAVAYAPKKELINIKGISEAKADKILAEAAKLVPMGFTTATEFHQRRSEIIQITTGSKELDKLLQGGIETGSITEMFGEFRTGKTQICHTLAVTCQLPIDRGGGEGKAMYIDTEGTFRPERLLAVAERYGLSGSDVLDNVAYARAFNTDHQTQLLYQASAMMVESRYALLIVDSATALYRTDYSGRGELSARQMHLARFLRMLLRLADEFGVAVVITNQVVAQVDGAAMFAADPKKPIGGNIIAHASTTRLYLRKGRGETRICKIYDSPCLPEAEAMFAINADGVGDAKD
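Material: human Rad51–ssDNA filaments; Probe or stimulus: labelled 47-mer dsDNA for strand exchange; Doses: single 10 µM dose; Incubation: 37 °C 15-min filament assembly, 30-min compound preincubation, 15-min exchange; Technique: FRET fluorescence dequenching, excitation 485 nm, emission 520 nm; Measure: Fluorescence-based percent inhibition, control- and blank-normalised; Benchmarks: plate control and blank wells.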
Mdm2 ligase inh: blocks human Mdm2 ubiquitin ligase activity. AID 1230. signal enhancement, % at 5 µM. Q00987. cell-based MDM2 ubiquitination luciferase reporter, 2 h; 0 = plate control, 100 = twice control, blank-subtracted. 210,000 tested, 0.11% active;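 active = signal enhancement of 30% or more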;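 also: luminescence tracks abundance of the self-degrading MDM2-luciferase fusion protein; higher signal means inhibition of MDM2 E3 ligase activity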
Target sequence (Q00987 whole entry, looked up, the tested form may be a part): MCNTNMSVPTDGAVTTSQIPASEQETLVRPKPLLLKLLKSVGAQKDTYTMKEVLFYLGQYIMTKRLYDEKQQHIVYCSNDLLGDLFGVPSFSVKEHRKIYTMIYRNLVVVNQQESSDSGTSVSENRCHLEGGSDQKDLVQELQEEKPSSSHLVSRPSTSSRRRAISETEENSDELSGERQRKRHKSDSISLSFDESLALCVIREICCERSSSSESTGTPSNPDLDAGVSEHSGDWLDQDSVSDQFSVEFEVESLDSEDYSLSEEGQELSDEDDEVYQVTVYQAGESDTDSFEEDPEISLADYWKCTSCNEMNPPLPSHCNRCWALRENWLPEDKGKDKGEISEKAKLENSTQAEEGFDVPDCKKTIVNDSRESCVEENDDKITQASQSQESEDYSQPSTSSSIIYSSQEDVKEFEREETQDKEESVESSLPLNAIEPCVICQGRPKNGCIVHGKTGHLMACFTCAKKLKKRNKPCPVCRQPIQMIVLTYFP
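Test system: stable mammalian line carrying autodegrading MDM2–luciferase fusion reporter; quantity: 2000 cells in each well; times: 4 h cell settling then 2 h compound exposure, 37 °C; detection: luminescence with SteadyLite reagent, 15 min at room temperature; evaluation: percent signal gain over controls, blank-subtracted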
TNF necrop inh: blocks TNF-alpha induced death of Jurkat FADD-/- cells; Jurkat FADD-/- TNF necroptosis rescue, ATP luminescence, 24 h; 0 = TNF only, 100 = no-TNF cells; activation (protection from cell death), % at 10 µM; 220,000 tested, 0.068% active; AID 463075;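 active = activation, meaning protection from cell death, of at least 50% relative to plate controls; inactive = activation below 50%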;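 also: necroptosis triggered by 40 ng/mL TNF-alpha added together with compound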
Calpain2 inh: inhibitors of pig calpain II; AID 1236; purified calpain II, fluorogenic peptide substrate, 30 min; 220,000 tested, 0.37% active; inhibition, % at 16 µM;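 active = inhibition above about 50%, limit read from the data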
PERK inhibitor: human PERK inhibition, primary cell-based screen | 220,000 tested, 0.17% active | Q9NZJ5 | inhibition, % at 5.6 µM | CHO PERK-DD fusion, SEAP luminescence translation reporter | AID 1416;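 active = inhibition above the mean inhibition of all tested compounds plus 3 SD, set separately per screening campaign, cut at about 2.9% in these data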;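 also: PERK kinase domain activated by AP20187 dimerizer at 100 nM; 0% = DMSO with dimerizer and 100% = rapamycin at 8.4 µM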
eIF4E 4G PPI: inhibitors of eIF4E and eIF4G interaction in translation initiation. P63073+Q04637. TR-FRET eIF4E-eIF4GI(517-606) binding, 2 h. inhibition, % at 21.7 µM. 220,000 tested, 0.37% active;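 active = inhibition above about 30%, limit read from the data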;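 also: 0% = full FRET control wells and 100% = background wells lacking eIF4GI fragment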
The depositor's hits bear a star; i = inactive; . = no result given; [ ] = another dose, or the depositor's remark.

SMILES | EBV gp42 inh | zVAD death inh | KCC2 mod | Rad51 HR inh | Mdm2 ligase inh | TNF necrop inh | Calpain2 inh | PERK inhibitor | eIF4E 4G PPI
O=C(CCCNS(=O)(=O)c1cccc2nsnc12)NCc1ccccc1 | -20 | 1.8 | . | -3 | -21 | 0.2 | 15 | -0.1 | -2[fluorescence artefact?]
CCCCNc1ccc2nsnc2c1[N+](=O)[O-] | -22 | 1.2 | 0.55 | 4 | -9 | -0.1 | 4 | 0.9 | 4
COc1ccc(C(=O)n2nc(C)cc2C)cc1OC | -10 | -1.6 | 0.21 | 3 | -6 | -1.8 | 0 | 0.5 | -1[fluorescence artefact?]
CC(C)Cn1c(N)c(C(=O)COC(=O)c2cc(-c3ccccc3)nc3ccccc23)c(=O)n(C)c1=O | -4 | 0.8 | 0.81 | -30 | . | -1.2 | -102 | 0.4 | -1
COc1ccc(NS(=O)(=O)c2ccc(O)c(NC(=O)c3cc4c(C)nn(-c5ccc(F)cc5)c4s3)c2)cc1 | 8 | 1.2 | 0.99 | . | -7 | 4.0 | -43 | 0.3 | 16
Cc1ccc(NC(=O)c2sccc2C)cc1S(=O)(=O)N(C)C | 0 | 0.6 | -1.2 | 1 | 2 | 1.2 | -4 | 0.1 | 17
COc1cccc(C2CC(C(F)(F)F)n3ncc(C(=O)Nc4c(C)n(C)n(-c5ccccc5)c4=O)c3N2)c1 (centres undefined) | -7 | 0.0 | 0.24 | 2 | -5 | -2.4 | -3 | -0.8 | -1
COc1ccccc1/C=C/C=N/n1c(-c2ccccn2)n[nH]c1=S | 0 | 1.8 | -0.61 | 7 | -9 | -1.7 | -21 | 0.0 | 2
COc1ccc(N2C(=O)C3C(C2=O)C2C=CC3C23CC3)c(OC)c1 (centres undefined) | 3 | 1.0 | . | -3 | -6 | 0.0 | 10 | -0.8 | 7
Cc1ccc2cc(N)ccc2n1 | -7 | 1.8 | 1 | 5 | -14 | -1.6 | -36 | 0.5 | 1
CCC(=O)Nc1sc2c(c1C#N)CCC2 | -8 | 5.3 | 0.47 | 5 | -19 | -0.4 | -58 | 0.3 | 0
O=C(CNC(=O)c1ccccc1)N/N=C/c1cn[nH]c1-c1ccccc1 | 6 | 0.7 | 0.22 | 10 | -2 | 2.2 | 9 | -1.3 | 4[fluorescence artefact?]
N#C/C(=C/c1ccccc1[N+](=O)[O-])C(=O)NCc1ccco1 | 7 | 0.2 | -0.046 | -6 | -8 | -4.3 | 17 | 0.9 | 1
O=C(Nc1nc2c(c(=O)[nH]1)CCCC2)C1CC1 | 2 | 1.1 | -0.58 | 7 | -16 | 2.4 | 6 | -0.6 | 2
COc1cccc(Sc2cc(N3CCOCC3)nc(-c3ccccc3)n2)c1 | -6 | 1.8 | 1.2 | . | -6 | -0.6 | -14 | 0.7 | 10
CSc1nnc(-c2ccccc2)c(-c2ccccc2)n1 | -9 | 1.2 | -1.4 | 2 | -12 | -0.1 | 5 | 0.7 | 7
Cc1cc(/C=C2\SC(=O)N(CC(=O)Nc3ccccc3F)C2=O)c(C)n1C | -12 | 1.0 | -0.65 | -5 | -5 | 1.5 | -22 | 0.7 | 0
CC1CCN(Cc2ccc(NC(=O)CC3Oc4ccccc4NC3=O)cc2)CC1 (centres undefined) | 0 | 3.8 | . | -2 | -11 | -0.2 | -6 | 0.2 | 2
S=C(NCc1ccccc1)Nc1ccc(Cl)cc1 | -3 | 0.0 | -0.74 | -9 | 0 | -0.4 | 32 | 0.2 | -5
CN1C(=O)C2(c3ccccc31)N(C)CC(c1ccccc1)C21SC(=S)N(Cc2ccco2)C1=O (centres undefined) | -3 | -0.3 | -1.2 | -2 | -3 | -0.8 | 22 | 1.5 | 0
Fc1ccc(CO/N=C2\CCCc3nonc32)cc1 | -14 | 0.1 | -0.07 | . | -4 | 5.6 | 13 | 0.3 | 2
O=C(NCc1ccccc1)C12CC3CC(CC(C3)C1)C2 | -7 | 0.1 | . | -4 | -4 | 5.3 | -20 | -0.8 | 4[fluorescence artefact?]
O=C(CN1CCOCC1)Nc1cc(C(F)(F)F)ccc1Cl | -3 | 1.0 | 0.6 | -4 | -32 | 1.4 | 2 | 0.8 | -3
CCCC(=O)Nc1nnc(Sc2ccc(N(C)C)cc2)s1 | -23 | -0.2 | 0.97 | -7 | -17 | -1.9 | -3 | 0.4 | 2[fluorescence artefact?]
CCC(C)(C)n1nnnc1C(c1ccc(F)cc1)N1CCC(C(N)=O)CC1 (centres undefined) | 0 | 1.7 | 0.24 | 5 | 0 | 0.1 | -8 | 0.6 | -3

(list continues)
SMILES | EBV gp42 inh | zVAD death inh | KCC2 mod | Rad51 HR inh | Mdm2 ligase inh | TNF necrop inh | Calpain2 inh | PERK inhibitor | eIF4E 4G PPI
CC(=O)c1noc(C)c1C(=O)Nc1nccs1 | -19 | 1.2 | . | 7 | . | 0.6 | -12 | 0.1 | 10[fluorescence artefact?]
COc1ccccc1Cn1c(-c2ccccc2OC)nc2ccccc21 | 7 | 0.0 | . | 0 | -4 | 0.3 | 21 | -1.8 | -2[fluorescence artefact?]
CCCCCSc1ncccc1C(=O)O | 3 | 0.8 | 0.42 | -2 | -7 | 2.0 | -4 | -0.5 | -3
Clc1ccc(C[n+]2cc(-c3ccccc3)n3c2CCC3)cc1Cl | -8 | 0.6 | 1.3 | -7 | -26 | 1.8 | 25 | 0.1 | -2
O=C1c2oc3ccc(F)cc3c(=O)c2C(c2cccc(O)c2)N1CCCN1CCOCC1 (centres undefined) | -2 | . | 1.4 | 6 | . | 0.3 | 9 | 1.1 | 4
O=[N+]([O-])c1ccccc1N/N=C/c1c[nH]c2ccccc12 | -14 | 0.5 | -0.52 | 7 | 3 | -1.2 | 19 | -1.2 | -2
Cc1ccc(C(=O)NC(=S)Nc2ccccc2N2CCCC2)cc1[N+](=O)[O-] | 0 | 0.5 | 5.5* | -3 | -8 | -3.9 | 8 | 0.1 | 13
O=C(CN1C(=O)C2C3C=CC(C3)C2C1=O)Nc1cccc(S(=O)(=O)N2CCCC2)c1 (centres undefined) | -5 | 0.4 | -0.0058 | 8 | 2 | 0.9 | 3 | 0.2 | 14
OC(CN1CCOCC1)CN1CCOCC1 | -25 | 0.0 | 0.71 | . | -4 | -11 | -23 | 1.0 | -8[fluorescence artefact?]
CCc1ccc(NC(=O)c2cnn(-c3ccccc3)c2C2CCNCC2)cc1 | -12 | 0.1 | 0.059 | -4 | -27 | 0.1 | -19 | 0.3 | -7
NC(=O)c1cnn(-c2ccc3ccccc3c2)c1N | 3 | 65 | -0.73 | 10 | -6 | -1.3 | -25 | 0.1 | 0
c1coc(C2=Nc3cccc4cccc(c34)N2)c1 | 2 | 0.1 | . | 2 | -6 | -9.8 | -31 | 0.2 | 5
O=C(CSCC(=O)N1CCCCC1)Nc1nc(-c2ccccc2)c(-c2ccccc2)s1 | -3 | . | 2.2 | -10 | . | 1.5 | -16 | -0.9 | -15
CCOCCCNC(=O)C(NC(=O)c1ccc(=O)[nH]c1)c1ccc(C)cc1 (centres undefined) | -8 | 0.3 | -0.095 | -5 | -3 | -0.5 | 2 | 1.9 | 6
CCN(CC)C(=O)c1cn(CCC#N)nc1-c1ccc2c(c1)OCCO2 | -2 | 1.2 | 0.95 | 16 | -6 | -0.1 | 10 | -0.4 | -1
COc1cccc(C(=O)Nc2sc3c(c2C#N)CCN(C(C)=O)C3)c1 | -11 | -2.1 | -1.5 | -31 | -86 | -16 | 35 | -0.3 | 1
O=C(NC(=S)Nc1ccccc1F)c1ccc(Br)o1 | 9 | 0.1 | i | -114 | -4 | -2.3 | -9 | 0.8 | 2
COc1cc(OC)c2c(-c3ccccc3)cc(=O)oc2c1C(CC(=O)N1CCOCC1)c1ccc(N(C)C)cc1 (centres undefined) | -16 | -0.4 | -0.58 | 5 | -5 | -2.0 | -35 | . | 3
CN1CC=C2C(C#N)=C(N)C(C#N)(C#N)C(c3ccsc3)C2C1 (centres undefined) | 24 | -0.2 | -0.18 | -4 | -2 | -0.1 | -22 | 0.2 | 7[fluorescence artefact?]
O=C(O)C1=C(C(=O)Nc2cc(C(F)(F)F)ccc2Cl)CCCC1 | -1 | 3.6 | 0.53 | . | -6 | -0.7 | -2 | 0.2 | 0
Cc1ccc(NC(=O)c2ccccc2N(C)S(=O)(=O)c2ccccc2)c(C)c1 | -22 | 0.2 | . | -45 | -5 | 0.0 | -7 | -0.6 | -3
COc1ccccc1NC(=O)Nc1ccc(Br)cn1 | -19 | 62 | 0.76 | 7 | -2 | -1.8 | -37 | 1.0 | -6[fluorescence artefact?]
O=C(CN1CCc2ccccc2C1)NCC(=O)Nc1ccc(F)cc1 | 1 | 2.0 | 0.37 | -2 | -2 | -0.2 | -33 | 0.6 | -3
Cc1nnc(Sc2cc(C(=O)NCCCN(C)Cc3ccccc3)c3ccccc3n2)s1 | -13 | 49 | 0.065 | 2 | -18 | 11 | 0 | -1.4 | 7
O=C(O)c1ccc(N/N=C/C=C/c2ccccc2[N+](=O)[O-])cc1 | -6 | 0.8 | 0.68 | 5 | -23 | -0.8 | 16 | 2.4 | 3
C=CCC1Cc2c(Br)cccc2C(CC=C)N1 (centres undefined) | -4 | -0.5 | 1.4 | -6 | -91 | 0.6 | 22 | 0.5 | 3
CCC(C)Cn1c(C)nc2ccccc21 (centres undefined) | -2 | -1.4 | -0.33 | 0 | 4 | -3.0 | 8 | 0.6 | 0

3 entries already listed, ordered by their value in eIF4E 4G PPI, lowest first:
SMILES	EBV gp42 inh	KCC2 mod	Mdm2 ligase inh	Calpain2 inh	PERK inhibitor	eIF4E 4G PPI
O=C(CSCC(=O)N1CCCCC1)Nc1nc(-c2ccccc2)c(-c2ccccc2)s1	-3	2.2	.	-16	-0.9	-15
O=C(NC(=S)Nc1ccccc1F)c1ccc(Br)o1	9	i	-4	-9	0.8	2
c1coc(C2=Nc3cccc4cccc(c34)N2)c1	2	.	-6	-31	0.2	5

Single records, from the list above:
Profile of CCC(C)Cn1c(C)nc2ccccc21 (centres undefined) = EBV gp42 inh: -2; zVAD death inh: -1.4; KCC2 mod: -0.33; Rad51 HR inh: 0; Mdm2 ligase inh: 4; TNF necrop inh: -3.0; Calpain2 inh: 8; PERK inhibitor: 0.6; eIF4E 4G PPI: 0
Profile of C=CCC1Cc2c(Br)cccc2C(CC=C)N1 (centres undefined) = EBV gp42 inh: -4; zVAD death inh: -0.5; KCC2 mod: 1.4; Rad51 HR inh: -6; Mdm2 ligase inh: -91; TNF necrop inh: 0.6; Calpain2 inh: 22; PERK inhibitor: 0.5; eIF4E 4G PPI: 3
Profile of Cc1ccc(NC(=O)c2ccccc2N(C)S(=O)(=O)c2ccccc2)c(C)c1 = EBV gp42 inh: -22; zVAD death inh: 0.2; KCC2 mod: .; Rad51 HR inh: -45; Mdm2 ligase inh: -5; TNF necrop inh: 0.0; Calpain2 inh: -7; PERK inhibitor: -0.6; eIF4E 4G PPI: -3

KCC2 mod: hit marks shown above.
SMILES | EBV gp42 inh | KCC2 mod | Mdm2 ligase inh | Calpain2 inh | PERK inhibitor | eIF4E 4G PPI
Cc1ccc(C(=O)NC(=S)Nc2ccccc2N2CCCC2)cc1[N+](=O)[O-] | 0 | 5.5* | -8 | 8 | 0.1 | 13
